# TbHK1 inh: Trypanosoma brucei hexokinase 1 inhibitors, primary screen, biochemical, G6PDH-coupled NADH absorbance, MLSCN library | hexokinase 1 [Trypanosoma brucei] | inhibition, % at 10 µM | recombinant TbHK1, G6PDH-coupled NADH A340 | actives 0.11% (n = 220,000) | AID 1430, 2008;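 active = inhibition of 50% or more in the single-dose primary screen; inactive = inhibition below 50%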
# Ba/F3 V617F tox: reduced viability of JAK2V617F-dependent Ba/F3 cells, primary screen, JAK2V617F inhibitor project, cell-based, Ba/F3 EpoR-JAK2V617F, luminescence. actives 1.1% (n = 220,000). ATP luminescence. inhibition, % at 5.6 µM;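 active = inhibition above the campaign mean plus 3 SD over all tested compounds, cut at about 24% in these data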;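 also: cytokine-independent growth of Ba/F3 cells driven by EpoR plus mutant JAK2; 0% = DMSO-treated cells and 100% = JAK inhibitor I control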
# NCF1 inh: p47phox/p22phox peptide binding inhibitors, primary screen, biochemical, uHTS, NADPH oxidase regulatory subunit | fluorescence polarization, 2 h | inhibition, % at 24.7 µM | actives 0.53% (n = 220,000);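 active = inhibition above about 30%, limit read from the data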;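 also: 0% = p47phox with labelled peptide and 100% = labelled peptide alone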
# Target sequence (P14598 whole entry, looked up): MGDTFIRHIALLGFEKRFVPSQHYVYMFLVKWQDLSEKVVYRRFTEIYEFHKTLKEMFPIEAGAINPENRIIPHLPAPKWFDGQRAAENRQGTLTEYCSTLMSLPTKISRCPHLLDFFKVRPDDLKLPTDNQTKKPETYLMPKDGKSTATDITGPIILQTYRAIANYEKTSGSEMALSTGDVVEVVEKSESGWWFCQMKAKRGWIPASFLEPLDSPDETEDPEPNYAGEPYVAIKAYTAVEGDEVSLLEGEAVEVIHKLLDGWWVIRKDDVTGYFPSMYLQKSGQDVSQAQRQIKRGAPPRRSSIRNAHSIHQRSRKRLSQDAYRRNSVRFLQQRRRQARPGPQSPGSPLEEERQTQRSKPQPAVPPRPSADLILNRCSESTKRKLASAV
# Furin inhibitor: human furin inhibitors, primary screen, biochemical, fluorescence intensity; P09958; purified furin, fluorogenic substrate cleavage; inhibition, % at 30 µM; actives 0.061% (n = 220,000); AID 463115, 2010; in the data active = inhibition above about 25%; also: inactives centre near -15
# BaF3 tox: parental Ba/F3 cell viability inhibition, counter-screen for JAK2V617F inhibitor project, murine pro-B, CellTiter-Glo luminescence; actives 1.1% (n = 220,000); CellTiter-Glo ATP luminescence; inhibition, % at 5.6 µM;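 active = inhibition above a per-campaign cutoff, the mean inhibition of all tested compounds plus 3 SD, cut at about 27% in these data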;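 also: 0% = DMSO wells and 100% = JAK Inhibitor I control wells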
# EP2 antag: human EP2 receptor antagonists, primary screen, TR-FRET cAMP, C6 glioma cells; actives 0.52% (n = 260,000); inhibition, % at 25 µM; Prostaglandin E2 receptor EP2 subtype (Homo sapiens), P43116; C6 glioma cells expressing human EP2; cells stimulated with saturating PGE2;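 active = percent inhibition above 40 after rounding to a whole number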;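 also: rat C6 glioma host cells with rolipram phosphodiesterase inhibitor present; the protocol text gives 20 µM as final concentration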
# Target sequence (P43116 whole entry, looked up): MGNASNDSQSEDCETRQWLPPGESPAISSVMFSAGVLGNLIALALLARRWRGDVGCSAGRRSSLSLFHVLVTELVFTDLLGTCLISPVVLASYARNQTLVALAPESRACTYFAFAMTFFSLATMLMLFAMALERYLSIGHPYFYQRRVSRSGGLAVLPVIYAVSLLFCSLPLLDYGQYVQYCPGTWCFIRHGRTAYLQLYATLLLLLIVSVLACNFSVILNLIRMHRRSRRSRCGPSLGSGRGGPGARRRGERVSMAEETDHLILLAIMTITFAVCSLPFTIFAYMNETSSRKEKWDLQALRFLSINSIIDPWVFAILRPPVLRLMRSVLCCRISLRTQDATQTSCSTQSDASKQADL
# RBBP9 inh: human RBBP9 inhibitors, primary screen, biochemical, fluorescence polarization, FP-Rh probe, HTS | Serine hydrolase RBBP9 (Homo sapiens), O75884 | recombinant RBBP9 | inhibition, % at 7.94 µM | actives 0.2% (n = 220,000);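 active = inhibition above the campaign mean of all tested compounds plus 3 SD, cut at about 14% in these data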;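 also: plate controls were DMSO wells with RBBP9 for no effect and wells lacking RBBP9 protein for full effect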
# Target sequence (O75884 whole entry, looked up): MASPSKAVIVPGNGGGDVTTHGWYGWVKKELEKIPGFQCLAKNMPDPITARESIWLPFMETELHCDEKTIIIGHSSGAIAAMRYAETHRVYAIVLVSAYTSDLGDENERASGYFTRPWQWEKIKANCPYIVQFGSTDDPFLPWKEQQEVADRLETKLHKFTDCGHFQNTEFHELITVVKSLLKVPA
#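 Test system – recombinant human RBBP9 · Input – RBBP9 2.5 µM in dispensing solution, pre-mixing · Medium – Tris buffer pH 8.0, NaCl, Pluronic · Schedule – preincubation 30 min plus labeling 45 min at 25 °C · Measured by – fluorescence polarization · Measure – % inhibition · Controls – DMSO and no-protein wells · Replicates – one well per compound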
# p97 inhibitor: inhibitors of human p97 ATPase, primary screen, biochemical. Transitional endoplasmic reticulum ATPase (Homo sapiens), P55072. recombinant p97 ATPase, Kinase-Glo ATP luminescence, 3 h. actives 0.42% (n = 220,000). inhibition, % at 8 µM; in the data active = inhibition above about 15%;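 also: 0% = DMSO vehicle and 100% = wells lacking enzyme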
# PPC-1+TRAIL kill: compounds killing PPC-1 cancer cells with TRAIL present, primary screen, TRAIL potentiator project, ATPLite luminescence, uHTS | actives 0.41% (n = 220,000) | PPC-1 cells + TRAIL, ATPLite viability luminescence | cell killing (% activity), % at 4 µM;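 active = cell killing above 50% in the first pass at 4 µM, then a duplicate retest at 5 µM averaging 50% or more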;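 also: plate controls were cells with TRAIL plus DMSO for no effect and medium-only wells lacking cells for full effect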
# An asterisk follows results filed as active; nt = not tested or not shown; & = joins results of further samples; [ ] = remark or other dose.
SMILES,TbHK1 inh,Ba/F3 V617F tox,NCF1 inh,Furin inhibitor,BaF3 tox,EP2 antag,RBBP9 inh,p97 inhibitor,PPC-1+TRAIL kill
Cc1cn(C(=O)c2ccccc2)c(=S)n1-c1ccc(Br)cc1,-18,2,2,4[20 µM],7,5,2,1,-6
Cc1nc(N2CCN(C(=O)c3ccco3)CC2)c2c3c(sc2n1)CCC3,-1,3,-23,-9,8,22,2,2,12
O=C(N/N=C\c1ccccn1)C1COc2cc3ccccc3cc2O1 (stereo not given),6,1,-10,-11,5,19,-5,1,18
COC(=O)[C@H]1C2CCC(C(=O)OC)(CC2)[C@H]1C(=O)OC,0,0,-7,-27,6,19,-1,2,1
CCn1c(SCC(=O)N2CCCC2)nc2c(c1=O)SC(C)C2 (stereo not given),-3,1,2,-13,4,9,-2,2,3
Cc1nc(C(C)NC(=O)CCc2nnc(Cc3c[nH]c4ccccc34)o2)cs1 (stereo not given),-12,0,8,-23,9,15,-8,-2,12
CC(=O)c1c(C)[nH]c(C(=O)NC2=NCCS2)c1C,-29,4,-10,-6[20 µM],8,8,0,1,12
CCCCNC(=O)COC(=O)c1ccc(Cl)c(S(N)(=O)=O)c1,-6,-7,-15,-14[20 µM],-1,-2,12,2,4
COc1ccccc1CNC(=O)C1CCCN(S(=O)(=O)c2c(C)[nH]c(=O)[nH]c2=O)C1 (stereo not given),-5,-4,2,-9[20 µM],2,12,-2,3,10
CCOc1ccc(NC(=O)CSc2nnc(C3CC3)n2N)cc1,2,4,-1,-21,4,6,-2,-1,7

# 4 compounds drawn at random from the list so far, as already listed:
SMILES,TbHK1 inh,Ba/F3 V617F tox,NCF1 inh,Furin inhibitor,BaF3 tox,EP2 antag,RBBP9 inh,p97 inhibitor,PPC-1+TRAIL kill
Cc1nc(C(C)NC(=O)CCc2nnc(Cc3c[nH]c4ccccc34)o2)cs1 (stereo not given),-12,0,8,-23,9,15,-8,-2,12
CCn1c(SCC(=O)N2CCCC2)nc2c(c1=O)SC(C)C2 (stereo not given),-3,1,2,-13,4,9,-2,2,3
O=C(N/N=C\c1ccccn1)C1COc2cc3ccccc3cc2O1 (stereo not given),6,1,-10,-11,5,19,-5,1,18
COC(=O)[C@H]1C2CCC(C(=O)OC)(CC2)[C@H]1C(=O)OC,0,0,-7,-27,6,19,-1,2,1

# (cont.)
SMILES,TbHK1 inh,Ba/F3 V617F tox,NCF1 inh,Furin inhibitor,BaF3 tox,EP2 antag,RBBP9 inh,p97 inhibitor,PPC-1+TRAIL kill
CC1CCN(c2ccccc2NC(=S)NC(=O)C(C)(C)C)CC1,6,-3,2,-11,3,7,-2,2,17
c1ccc(-c2ncc(CSc3nncn3-c3ccccc3)s2)cc1,6,-2,-3,-15[20 µM],1,18,-3,-5,-12
O=C(Nc1ccc(C(=O)NN2C(=O)c3ccccc3C2=O)cc1)c1ccccc1,1,0,-7,-25,5,3,-1,3,14
O=C(Nc1ccccc1C(F)(F)F)c1cc(-c2ccc(O)cc2)on1,-4,0,-3,-17,3,5,-14,3,9
CC(NC(=O)C(NC(=O)C1CCCN1C(=O)OC(C)(C)C)C(C)C)C(N)=O (stereo not given),1,0,-5,-20[20 µM],-1,4&14,-7,-3,-8
C/C(N)=C(/C#N)C(=O)COc1ncnc2ccc(Br)cc12,-6,1,1,-17,3,6,1,-1,-4
COc1ccc(CCNC(=O)CN(c2cc([N+](=O)[O-])ccc2OC)S(C)(=O)=O)cc1,-2,4,4,-8,9,8,-4,0,22
CC(=O)Nc1c(NC(C)C)c2ccccc2oc1=O,-5,-2,-7,-18[20 µM],-1,5,-8,3,-15
COc1cccc2sc(Nc3nc(-c4cc5ccccc5oc4=O)cs3)nc12,-4,-3,-31,-17,2,9,-6,7,10
CSc1nc(C)c(Cc2c(F)cccc2Cl)c(=O)[nH]1,1,-1,-9,-13,1,7,-11,1,8

# Reformatted with values under each structure: entries from further up
# Fields: TbHK1 inh, Ba/F3 V617F tox, NCF1 inh, Furin inhibitor, BaF3 tox, EP2 antag, RBBP9 inh, p97 inhibitor, PPC-1+TRAIL kill
> COc1ccc(CCNC(=O)CN(c2cc([N+](=O)[O-])ccc2OC)S(C)(=O)=O)cc1
→ -2, 4, 4, -8, 9, 8, -4, 0, 22
> c1ccc(-c2ncc(CSc3nncn3-c3ccccc3)s2)cc1
→ 6, -2, -3, -15[20 µM], 1, 18, -3, -5, -12
> Cc1nc(N2CCN(C(=O)c3ccco3)CC2)c2c3c(sc2n1)CCC3
→ -1, 3, -23, -9, 8, 22, 2, 2, 12
> CC(=O)c1c(C)[nH]c(C(=O)NC2=NCCS2)c1C
→ -29, 4, -10, -6[20 µM], 8, 8, 0, 1, 12
> CC1CCN(c2ccccc2NC(=S)NC(=O)C(C)(C)C)CC1
→ 6, -3, 2, -11, 3, 7, -2, 2, 17

# The list continues:
SMILES,TbHK1 inh,Ba/F3 V617F tox,NCF1 inh,Furin inhibitor,BaF3 tox,EP2 antag,RBBP9 inh,p97 inhibitor,PPC-1+TRAIL kill
Cc1ccc2nc(-c3ccccc3)c(CC(=O)O)c(C(=O)O)c2c1,-2,0,-9,-12,4,8,-6,2,14
CN(C)/C=C(/C(=O)c1ccc(Cl)c(Cl)c1)S(C)(=O)=O,-13,-1,2,-9,5,5,-2,2,33
COc1ccc(NC(=O)CCNS(=O)(=O)c2ccc3c(c2)CCC(=O)N3)cc1,1,4,-10,-13[20 µM],4,9,-1,-5,-4
O=C1c2ccccc2C(=O)N1Cc1nc2ccccc2c(=O)n1CCCn1ccnc1,10,4,-3,-8,2,5,-5,-2,9
CCCSc1cc(N2CCN(C)CC2)nc(-c2ccc(OC)cc2)n1,-12,1,-27,-6[20 µM],6,6,-2,-5,9
Cn1c(=O)[nH]c(=O)c2c1nc(N1CCCCC1)n2CCSc1nc2ccccc2o1,1,-4,-1,-16,4,6,-8,4,18
CC(=O)c1cc(NC(=O)c2ccc(Cl)cc2)c(=O)oc1/C=C/N(C)C,-6,-2,-7,-16,0,5,-9,4,16
CSc1nc2c(cnn2-c2ccc(C)c(C)c2)c(=O)[nH]1,0,1,8,-28,9,7,-12,-11,-13
CC(=O)Nc1ccc(S(=O)(=O)Nc2nc3ccccc3nc2N2CCc3ccccc3C2)cc1,22,-1,-53,-15,3,6,-3,4,27
CCC(C)[C@H](N)c1cn([C@@H](CCCCN)C(=O)N2CCNCC2)nn1 (stereo not given in full),-2,0,-9,-21,-1,4,9,3,23
C/C(=N\O)C1(C)N(O)C(C)(C)C(c2ccco2)=[N+]1[O-] (stereo not given),-3,5,-6,-11,2,5,-11,-5,11
C/C(=N\NC(=S)Nc1ccccc1)C1Cc2ccccc2C(=O)O1 (stereo not given),-3,-6,-13,-16,2,4,-5,4,16
COc1ccc(-c2ccc(CCC(=O)O)n2C(C)C)cc1,-3,-1,-25,-25[20 µM],1,17,-11,0,4
O=C(O)c1ccccc1S(=O)(=O)NCC(O)COC1CCCCC1 (stereo not given),0,2,0,-26,5,0,-8,-4,9
Cc1ccc(OCC(=O)N/N=C\c2ccc(O)cc2)c([N+](=O)[O-])c1,-10,-1,-3,-14,-2,6,-3,4,2
Cc1nc2c(C)cccc2c(SC(=N)N)c1CC=C(Cl)Cl,-2,0,-10,-9,-3,10,-8,-8,13
NCC12CC3CC(C1)CC(CN)(C3)C2,-5,-7,5,-19,-4,8,-4,8,11
CCC(=O)N1CCc2cc(S(=O)(=O)CCC(=O)NCc3ccc4c(c3)OCO4)ccc21,21,0,-1,-10,5,nt,-4,3,17
Cn1c(-c2c(N)n(CCc3ccccc3)c3nc4ccccc4nc23)nc2ccccc21,-18,-2,-24,-3[20 µM],2,9,-4,-2,8
S=C(NCc1ccccc1)Nc1ccc(Cl)cc1,-1,-3,-1,-18,4,8,0,2,11
COc1ccc(C(C)=O)cc1COc1ccc(Cl)c(C)c1,1,-3,-4,-12,-3,7,-4,-4,-11
CCOC(=O)Cn1nc(C)c([N+](=O)[O-])c1C,6,-2,-3,-31,8,7,-7,2,36
CC(=O)N1CCC[C@H]1C(=O)O,0,-3,5,-24,-1,3,0,7,-5
Cc1cccc(N2N=C(C(=O)Nc3nc(C)cs3)CCC2=O)c1,-16,2,-2,-14,6,8,-1,6,-4
COc1ccc(NC2=NCCC2)cc1,0,6,-9,2,11,14,4,-1,7
CCOC(=O)C1=C(O)/C(=C\c2cccs2)N=C1C,-42,2,-13,7,2,9,-3,1,14
CCc1cc(C(=O)c2ccc(C)cc2)c(NC(=O)CCl)s1,-4,0,-8,-18,3,5,-8,1,-18
COc1ccc(C(=O)NC2(C(F)(F)F)N=C3SCCN3C2=O)cc1 (stereo not given),4,-4,16,-14,3,3,0,8,12
O=C(CSc1nnc(NC(=O)c2ccco2)s1)Nc1ccccc1F,-17,-2,-14,-6,2,12,-7,3,-6
O=C(NC1CCCCC1)C(c1ccccc1)N(Cc1ccc2c(c1)OCO2)C(=O)c1cnsn1 (stereo not given),-1,-1,5,-6[20 µM],5,6&9,7,1,1[5 µM]
O=C(CCNc1cccc(C(F)(F)F)c1)c1ccco1,2,1,-9,-10[20 µM],2,24,-3,1,43
CC(C)CNC(=O)c1ccccc1NC(=O)c1ccc(CN2CCOCC2)cc1,6,-4,-13,-23[20 µM],0,-7,-3,6,-3
O=C(CSc1nnc(-c2ccncc2)n1Cc1ccco1)Nc1ccccc1F,3,1,-4,-14,1,10,-8,-4,5
CCn1c2ccccc2n2c(=O)c(=O)n(CC(=O)Nc3ccc(C(C)C)cc3)nc12,5,-1,-15,-25,4,19,-9,1,20
CCC(=O)Nc1ncc2c(n1)CC(c1ccco1)CC2=O (stereo not given),7,-1,1,-10[20 µM],3,17,3,5,12
O=C(CN(Cc1ccccc1)S(=O)(=O)c1ccccc1)N/N=C/c1ccccc1C(=O)O,-8,0,0,-19,2,9,0,3,-4
CCC(=NCCc1ccccc1)C1=C(O)CCC1=O,2,-4,-1,-30,-1,14,4,3,14
O=C(NNS(=O)(=O)c1ccc(F)cc1)C1CCN(Cc2cccc(F)c2)CC1,1,-1,-2,-20,3,4,-8,0,0

# High-throughput results deposited in PubChem BioAssay by several laboratories.

# The list is partial. The share of hits here may be higher or lower than overall.
